GalR3 antag: antagonists of human GalR3; 0.44% of 360,000 active; inhibition, % at 3 µM; HEK293 GalR3-CNG cAMP membrane potential fluorescence; galR3 body fused to GalR1 C-terminus; O60755;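 active = inhibition above the screen-wide average plus 3 SD, cut at about 13% in these data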;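 note: forskolin and galanin both at EC90 stimulate the cells; cAMP rise reported by CNG channel membrane potential dye signal; 0% = forskolin plus galanin with DMSO and 100% = forskolin alone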
Target sequence (O60755 1-299 limits assumed): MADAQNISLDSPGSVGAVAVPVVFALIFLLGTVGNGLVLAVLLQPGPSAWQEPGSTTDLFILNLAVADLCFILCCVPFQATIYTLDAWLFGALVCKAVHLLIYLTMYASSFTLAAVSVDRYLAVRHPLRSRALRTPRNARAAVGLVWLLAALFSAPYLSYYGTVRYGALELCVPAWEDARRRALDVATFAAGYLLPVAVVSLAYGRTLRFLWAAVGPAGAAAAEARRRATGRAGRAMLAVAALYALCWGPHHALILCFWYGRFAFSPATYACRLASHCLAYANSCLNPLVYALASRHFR
PHOSPHO1 block: inhibitors of human PHOSPHO1 phosphatase | Q8TCT1 | recombinant PHOSPHO1, absorbance phosphatase assay | inhibition, % at 13.3 µM | 1.1% of 290,000 active | AID 1565; in the data active = inhibition above about 60%
GPR7 antag: blocks human GPR7 receptor signaling. P48145. GPR7-expressing cells, fluorescence antagonist assay. inhibition, % at 4.4 µM. 1.1% of 290,000 active; in the data active = inhibition above about 16%, passing the limit was not always enough;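 note: cells stimulated with the agonist NPW; 0% = agonist with vehicle and 100% = vehicle without agonist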
Target sequence (P48145 whole entry, looked up): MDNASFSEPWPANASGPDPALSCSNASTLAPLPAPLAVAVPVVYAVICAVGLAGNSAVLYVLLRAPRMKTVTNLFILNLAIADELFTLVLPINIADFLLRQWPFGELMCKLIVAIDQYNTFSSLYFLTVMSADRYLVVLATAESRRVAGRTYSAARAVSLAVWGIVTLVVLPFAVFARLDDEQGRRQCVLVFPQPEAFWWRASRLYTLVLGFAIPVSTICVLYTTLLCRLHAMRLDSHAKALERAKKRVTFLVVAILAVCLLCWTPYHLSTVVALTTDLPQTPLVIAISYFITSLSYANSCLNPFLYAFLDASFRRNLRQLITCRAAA
OXTR agonist: agonists of human oxytocin receptor; P30559; activation, % at 3 µM; 0.32% of 320,000 active; AID 2435; CHO-OTR cells, Fluo-8 calcium fluorescence; normalized: DMSO 0%, oxytocin 100%;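 active = activation above the mean of all tested compounds plus 3 SD, cutoff set per screening run, cut at about 20% in these data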;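 note: peak over basal fluorescence ratio from a 100 s FLIPR kinetic read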
FID counter: displaces DNA intercalator in HCV helicase counter-screen. DNA fluorescent intercalator displacement, fluorescence. AID 1845. inhibition, % at 7.9 µM. 0.17% of 290,000 active; in the data active = inhibition above about 37%;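 note: 0% = vehicle and 100% = reference compound; higher means more ethidium bromide displaced from hairpin DNA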
VIM-2 inh: blocks Pseudomonas aeruginosa VIM-2 metallo-beta-lactamase. AID 1527. inhibition, % at 5.6 µM. 0.89% of 290,000 active. purified VIM-2, nitrocefin hydrolysis, epi-absorbance fluorescence;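 active = inhibition above the mean of all tested compounds plus 3 SD, cutoff set per screening run, cut at about 7.5% in these data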;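 note: red hydrolysis product quenches plate fluorescence so inhibitors raise well fluorescence; 0% = enzyme with DMSO and 100% = DMSO without enzyme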
V1R ag counter: V1a receptor agonism, counter-screen for OXTR agonists; P37288; CHO-V1R cells, Fluo-8 calcium fluorescence, agonist mode; 0% DMSO, 100% 3 nM vasopressin; 0.25% of 320,000 active; activation, % at 3 µM;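 active = activation above the mean activation of all tested compounds plus 3 SD, per screening run, cut at about 20% in these data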;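 note: signal is peak over basal fluorescence ratio across a 100 second FLIPR read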
Target sequence (P37288 whole entry, looked up): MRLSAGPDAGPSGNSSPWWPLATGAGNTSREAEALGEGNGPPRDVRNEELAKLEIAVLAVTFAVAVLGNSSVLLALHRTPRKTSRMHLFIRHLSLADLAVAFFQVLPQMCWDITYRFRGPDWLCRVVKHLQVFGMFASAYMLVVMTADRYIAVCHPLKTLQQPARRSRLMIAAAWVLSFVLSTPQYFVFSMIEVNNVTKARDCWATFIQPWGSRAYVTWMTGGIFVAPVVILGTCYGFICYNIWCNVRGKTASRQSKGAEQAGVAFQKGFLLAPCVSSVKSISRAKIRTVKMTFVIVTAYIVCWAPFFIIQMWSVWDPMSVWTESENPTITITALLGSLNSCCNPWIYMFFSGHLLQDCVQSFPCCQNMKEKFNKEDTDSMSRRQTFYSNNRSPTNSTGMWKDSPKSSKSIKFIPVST
NS3 helicase inh: inhibitors of Hepatitis C virus NS3 helicase; NS3 helicase DNA unwinding, Cy5 molecular beacon fluorescence; inhibition, % at 10.9 µM; 0.56% of 290,000 active; AID 1800;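 active = inhibition above the mean of all tested compounds plus 3 SD, set per campaign, cut at about 35% in these data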;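 note: 0% = DMSO wells and 100% = thioflavine S control wells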
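Measured by: Cy5 fluorescence, 0 and 60 min reads / Assay system: NS3 helicase fragment of HCV / Control set: low DMSO, high thioflavine S at 110 µM / Times: 1 h reaction at 25 °C, ATP-initiated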
IMP-1 inhibitor: blocks Pseudomonas aeruginosa IMP-1 metallo-beta-lactamase. inhibition, % at 5.6 µM. 0.45% of 290,000 active. purified IMP-1, nitrocefin hydrolysis, epi-absorbance fluorescence;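 active = inhibition above the mean plus 3 SD of all compounds in the same screening run, cut at about 4.5% in these data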;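 note: 0% = IMP-1 with DMSO and 100% = DMSO wells lacking enzyme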
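assay system = purified recombinant IMP-1 metallo-beta-lactamase enzyme | schedule = 15 min preincubation plus 25 min reaction at 25 °C | signal = Epi-absorbance fluorescence, 480 nm excitation, 530 nm emission | read-out basis = percent inhibition from optical density relative to buffer-blank wells | controls = IMP-1 with DMSO as 0%, enzyme-free DMSO as 100%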
Active calls of the source: *; . = not tested or not shown.

SMILES	GalR3 antag	PHOSPHO1 block	GPR7 antag	OXTR agonist	FID counter	VIM-2 inh	V1R ag counter	NS3 helicase inh	IMP-1 inhibitor
Cc1ccccc1C(=O)c1cccn1CC(=O)NCc1ccc(F)cc1	-5	58	1	-1.5	-36	-6.0	-0.6	-3	-3.0
O=C(O)c1ccc(S(=O)(=O)N2CCSCC2)cc1	-6	19	2	0.9	4	-0.6	-0.2	5	1.9
c1ccc(-n2nnnc2Cc2nnnn2-c2ccccc2)cc1	-4	42	-3	1.0	-4	-4.4	0.6	6	-4.1
Nc1nc(Nc2cccc(C(F)(F)F)c2)nc(C(F)(F)F)n1	-6	2	-8	-2.9	1	-2.8	-1.6	-33	-1.1
CCc1cccc(N(C(=O)c2csnn2)C(C(=O)NC2CCCCC2)c2ccncc2)c1 (stereo unspecified)	-2	26	-1	-0.9	-32	-2.7	1.8	5	-4.2
COc1ccc(NC(=O)CSc2nnc(C3CC3)n2-c2ccccc2)cc1	2	30	6	-1.5	-15	-1.8	-0.2	2	-2.0
Cc1ccc(C(=O)Nc2nnc(CC(=O)N/N=C/c3ccncc3)s2)cc1	-4	24	6	-1.0	-6	-4.4	-0.3	1	-4.8
O=[N+]([O-])c1ccc(N(CCO)Cc2ccccc2)c([N+](=O)[O-])c1	1	29	24*	6.1	12	1.6	3.9	-14	-2.5
CCOC(=O)C1(Cc2ccccc2C(F)(F)F)CCN(C2CCC2)CC1	-2	31	3	-0.5	4	-3.3	-1.6	-9	-1.9
Cc1cc(OCC(=O)Nc2ccc(CCO)cc2)c2c(C)c(C)c(=O)oc2c1	-8	51	-7	0.0	-41	4.8	0.3	0	-3.3
COc1ccc(NC(=O)c2ccccc2-c2ccccc2C(=O)O)cc1	-7	27	-10	0.8	-7	-1.0	0.2	6	-3.7
Clc1ccccc1CN1CCN(/N=C/C=C/c2ccco2)CC1	-7	6	-6	-1.9	-13	-1.1	-1.6	0	-0.7
N#Cc1ccccc1Cn1c(=O)n(Cc2ccc(C(=O)NCc3ccco3)cc2)c(=O)c2ccccc21	3	-38	5	-0.2	-6	-2.4	0.4	10	-1.5
CCOC(=O)c1nc(C)nc(Sc2n[nH]c(-c3ccc(C(C)(C)C)cc3)n2)c1C	-1	30	3	0.3	-34	-4.3	-1.0	-11	-3.0
COC(=O)C(Cc1ccc(O)cc1)NC(=O)NC12CC3CC(CC(C3)C1)C2 (stereo unspecified)	-11	5	4	-0.3	-10	-2.5	-0.1	3	-1.7

GPR7 antag, hit marks shown above
canonical_smiles,GalR3 antag,PHOSPHO1 block,GPR7 antag,VIM-2 inh,NS3 helicase inh,IMP-1 inhibitor
O=[N+]([O-])c1ccc(N(CCO)Cc2ccccc2)c([N+](=O)[O-])c1,1,29,24*,1.6,-14,-2.5

Filtered by structure: the entries above with an aryl methoxy group.
SMILES	GalR3 antag	PHOSPHO1 block	GPR7 antag	OXTR agonist	FID counter	VIM-2 inh	V1R ag counter	NS3 helicase inh	IMP-1 inhibitor
COc1ccc(NC(=O)CSc2nnc(C3CC3)n2-c2ccccc2)cc1	2	30	6	-1.5	-15	-1.8	-0.2	2	-2.0
COc1ccc(NC(=O)c2ccccc2-c2ccccc2C(=O)O)cc1	-7	27	-10	0.8	-7	-1.0	0.2	6	-3.7

Carrying on.
SMILES	GalR3 antag	PHOSPHO1 block	GPR7 antag	OXTR agonist	FID counter	VIM-2 inh	V1R ag counter	NS3 helicase inh	IMP-1 inhibitor
O=C(NCc1ccccn1)C1CCC(=O)N1C1CCCC1 (stereo unspecified)	2	.	-17	0.6	-1	-2.5	-0.5	-10	-3.9
COCC(=O)Nc1nnc(-c2cccs2)s1	-4	-4	-15	0.0	-4	-0.8	0.5	-1	-2.7
CCOC(=O)N1CCN(Cc2nc(N)nc(Nc3ccc(OCC)cc3)n2)CC1	-4	52	-5	-1.0	-28	-2.8	-1.0	-1	-2.4
COc1ccc(-c2nnc(S/C(=C/c3ccc(Cl)cc3)C(=O)O)o2)cc1	-3	25	-8	-0.6	10	-5.3	1.4	-5	-3.5
O=C(COc1ccc2oc3c(c2c1)CCCC3)Nc1ccccn1	-4	-3	-16	-1.1	-5	-2.8	1.1	-3	-2.6
O=C1OC(c2ccc(F)cc2)=N/C1=C\c1ccc(Br)o1	-2	-40	3	0.2	-10	-1.4	0.2	8	-2.0
Fc1ccc(NCc2cn3ccccc3n2)cc1	-5	-5	-9	-0.2	-1	-4.9	3.5	8	-4.0
Cc1cc(C)c(S(=O)(=O)N2CCOC2CNC(=O)C(=O)NCCN(C)C)c(C)c1 (stereo unspecified)	-4	40	6	0.1	9	0.7	0.8	-7	-2.4
Cc1c(Nc2nc(C(F)(F)F)nc3ccccc23)c(=O)n(-c2ccccc2)n1C	-5	45	-9	0.8	-12	-0.3	1.9	1	-1.4
Cc1cccc(NC(=O)Cc2c(F)cccc2Cl)n1	-1	40	-2	-1.8	-6	1.9	0.3	-2	1.3
CN1CCN(C(=S)c2ccc(-c3cccc(Cl)c3Cl)o2)CC1	-1	-15	-15	1.0	0	1.2	1.1	-25	0.7
COc1cccc(OC)c1C(=O)NCCOc1cc(C)cc(C)c1	-5	-17	-11	-1.3	-18	-0.7	-0.7	-1	-1.3
CN1CCN(NC(=O)CN2C(=O)/C(=C/c3c(Cl)cccc3Cl)SC2=S)CC1	-7	24	-8	1.6	-3	-2.2	0.4	6	-0.2
N/C(=N\OC(=O)c1cc(Cl)ccc1Cl)c1ccncc1	-5	51	-5	0.2	-4	-1.9	-0.8	-1	-3.0
Cc1c(C(=O)O)c2cc(O)ccc2n1-c1ccccc1	0	-18	-9	0.5	-11	-3.6	0.3	12	-6.8
COCCCn1c(=N)c(C(=O)NCc2ccc3c(c2)OCO3)cc2c(=O)n3ccccc3nc21	-5	9	7	-0.6	1	1.0	-0.8	3	-2.4
CCN(CC)c1nc2c(s1)C(=O)CC(C)(C)C2	0	-5	3	-0.2	-3	-1.1	0.9	5	-4.1
COc1c2c(cc3c1C(CC(O)Cc1ccccc1)N(C)CC3)OCO2 (stereo unspecified)	-10	25	2	-0.3	0	0.0	0.6	-37	-3.0
Cc1ccc(-n2ncc3c(Nc4c(C)n(C)n(-c5ccccc5)c4=O)ncnc32)c(C)c1	-8	10	16	-0.9	-22	-1.4	-0.1	-6	0.2
Cc1ccc(S(=O)(=O)N2CCC(=O)N(CCOCc3cccc(Cl)c3)CC2)cc1	-5	8	7	3.0	-37	1.8	5.5	-20	-2.4
CCNc1nc(NCC)nc(SCCOC(=O)COc2ccc(Cl)cc2Cl)n1	-9	-1	-14	0.0	-8	-3.7	1.1	-24	-2.5
CC(=O)N/N=C(\C)CC(=O)Nc1cccc2c1CCCC2	-5	26	21	-0.3	-7	-9.3	1.0	8	-5.0
CC1=NN(C(=O)c2ccc(Cn3nc(C)cc3C)o2)C(O)(C(F)(F)F)C1 (stereo unspecified)	-3	-7	-4	0.9	-10	-4.1	0.6	-4	-3.1
CC1c2ccccc2N(NC(=O)Cc2ccccc2)C1C (stereo unspecified)	-3	58	-9	-0.1	-14	-3.5	0.5	9	-2.6
COc1ccc(NC(=O)N(C2CCCCC2)C(C)c2ccco2)c(OC)c1 (stereo unspecified)	-6	7	6	-0.3	-3	1.9	-1.2	6	0.1
COc1cccc(Nc2nc(-c3cccs3)nc3ccccc23)c1	-8	6	-2	0.0	6	3.5	1.0	-22	-1.2
COC(=O)Cc1c(C(=O)OC)nnn1-c1ccc(OC(F)(F)F)cc1	-3	4	-2	0.7	11	-0.5	-0.5	10	-3.0
COc1ccc(NC(=S)NC(NC(=O)c2cccc3ccccc23)C(Cl)(Cl)Cl)c([N+](=O)[O-])c1 (stereo unspecified)	-7	7	4	-0.4	8	-2.2	0.3	-3	-0.2
Cc1ccc(C(=O)NC(=C(Cl)Cl)S(=O)(=O)c2ccc(C)cc2)cc1	-10	-12	-11	-2.1	-10	-1.9	-1.5	7	-1.6
Cc1nc(NC(=O)c2cc3c(s2)CCCCC3)sc1C(=O)N(C)C	-4	-29	1	0.5	-19	-4.0	0.1	-2	-6.6
CN1C(=C2C(=O)OC(C)(C)OC2=O)Sc2ccccc21	-9	40	-18	-0.2	3	-3.2	0.1	3	-0.5
CCN(CCCNC(=O)CCC(=O)N1CCOc2ccccc21)Cc1ccccc1	.	18	-10	-0.9	5	-5.0	-0.8	-9	-4.4
Cc1ccc2nc(N3CCOCC3)c(C=O)c(=O)n2c1	5	10	-3	-0.3	-2	-7.7	-0.1	-5	-3.5
O=C(c1ccc(N2CCCCC2)c([N+](=O)[O-])c1)N1CCN(c2ccccn2)CC1	1	-3	-15	-0.2	-32	-2.9	0.6	-7	-4.8
CC(C)NC(=O)Cn1nnc(-c2ccc(Cl)cc2)n1	-9	6	11	-0.2	-2	-6.1	0.5	14	-5.9
COCC1CCN(C(=O)c2cc(COc3ccc4ncccc4c3)on2)CC1	-6	31	-10	17	-14	-0.5	8.0	14	-1.2
CCOc1ccc(N=C2NC(=O)C(CC(=O)Nc3ccc(OC)cc3)S2)cc1 (stereo unspecified)	3	9	-4	-1.7	8	-2.3	-1.3	0	-0.8
CC(=O)c1ccc(NC(=O)CN2C(=O)CCC2=O)cc1	-6	30	0	0.9	-7	-0.7	0.7	9	-0.4
CC(C)C(NS(=O)(=O)c1ccc(Br)s1)C(=O)O (stereo unspecified)	3	25	6	0.5	6	0.6	0.3	1	-0.2
O=C(Nc1cccc(F)c1)c1cccnc1	-3	9	-15	.	-1	-3.1	.	10	-3.2
C=CCNc1nc(S(=O)Cc2ccc(C)cc2)nc2c1CCCC2 (stereo unspecified)	-8	8	-9	0.3	-23	-6.0	-0.5	4	-3.5
O=C(CSc1nc(O)c(Cc2ccccc2)c(=O)[nH]1)Nc1nnc(SCc2ccccc2)s1	-6	8	-1	-0.4	-6	-3.9	0.6	8	-4.0
COc1cc(/C=C2\N=C(C)OC2=O)cc(OC)c1OC	-4	.	-5	0.0	0	-0.3	-0.9	0	-5.5
CC(C)CC(=O)NC(=S)Nc1cccc(NC(=O)c2ccccc2Cl)c1	-5	19	5	-1.1	-17	-0.7	1.3	-4	-0.2
Brc1ccccc1-c1nnc(COc2ncnc3c2cnn3-c2ccccc2)o1	.	13	-5	2.8	-6	0.7	5.7	-4	-1.2
Cc1cnc(NC(=O)C2CC(=O)N(c3cccc(Cl)c3)C2)s1 (stereo unspecified)	-3	58	-10	0.4	-11	-5.0	-0.3	2	-4.4
Cc1c(C(=O)N2CCCCC2)c(S(=O)(=O)NCCc2ccc(S(N)(=O)=O)cc2)c(C)n1C	0	17	-8	0.1	-19	-3.0	-0.3	2	-2.6
O=c1c2c(nc3nc(SCc4ccccc4)[nH]n13)CCC2	-3	1	-1	-0.8	-3	-4.0	0.2	2	-1.9
COc1cccc(C(=O)N2CCN(c3ccccn3)CC2)c1	-10	25	10	0.3	-14	0.9	0.1	-1	-1.5
CC(C)c1ccc(Nc2ccc(C(=O)O)cc2[N+](=O)[O-])cc1	-14	34	14	-0.1	-21	0.2	0.3	1	-0.8
Cc1ccc(-c2cc(C(=O)NCc3ccccn3)c3ccccc3n2)cc1	-3	-14	-2	-1.0	-20	-2.2	-1.6	-8	-2.3

Random draw from the library. Share with any hit: about 4.3%.
